From PubChem BioAssay
MmCpn inh: M. maripaludis TRiC chaperonin inhibition. purified Mm-Cpn ATPase, ADP Transcreener TR-FRET. Potency, µM (doses to about 76.9 µM), without a hit: at the highest dose activity, negative = inhibition, actives largely listed as inhibitors. actives 0.031% (n = 330,000); further: potency means the concentration at half of the fitted maximal effect; on the % scale 0 is the no-effect control and ±100 the full control effect; nearly all actives have a fitted effect of over 80% in size
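ATPase turnover read by TR-FRET ADP competition (Eu cryptate antibody/ADP-d2, 665/590 nm): 10uM ATP final, 25nM Mm-CPN final, 30 min 37degC after 10-min compound preincubation, pH 7.4 Tris/KCl/MgCl2/DTT buffer.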
Nrf2 activator: activators of Nrf2 (ARE) signaling. AREc32 ARE-luciferase reporter (MCF7-derived line), luminescence, 24 h. Potency, µM (series often up to 46.1 µM), for the others: at the highest dose activation, actives largely listed as activators. actives 0.31% (n = 410,000); further: potency means the concentration at half of the fitted maximal effect; % of control where 0% means no effect; nearly all actives have a fitted effect of over 65% in size
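AREc32 cells carrying an ARE-driven firefly luciferase, 1000 cells/well in OPTI-MEM with 5% FBS, dosed after overnight attachment and incubated 24 hr at 37 deg C. Steady-Glo luminescence read after 30 min at RT.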
EPAC2 ag: agonists of human EPAC2 (RAPGEF4); EPAC2 activation, biochemical qHTS; response scale: 100% = 6.5 mM cAMP response; Q8WZA2; AID 720711; actives 0.079% (n = 360,000); Potency, µM (top dose mostly 154 µM), inactives show at the top dose activation, usual class: activators; further: potency means the concentration at half of the fitted maximal effect; nearly all actives have a fitted effect of over 50% in size
Target sequence (Q8WZA2 whole entry, looked up): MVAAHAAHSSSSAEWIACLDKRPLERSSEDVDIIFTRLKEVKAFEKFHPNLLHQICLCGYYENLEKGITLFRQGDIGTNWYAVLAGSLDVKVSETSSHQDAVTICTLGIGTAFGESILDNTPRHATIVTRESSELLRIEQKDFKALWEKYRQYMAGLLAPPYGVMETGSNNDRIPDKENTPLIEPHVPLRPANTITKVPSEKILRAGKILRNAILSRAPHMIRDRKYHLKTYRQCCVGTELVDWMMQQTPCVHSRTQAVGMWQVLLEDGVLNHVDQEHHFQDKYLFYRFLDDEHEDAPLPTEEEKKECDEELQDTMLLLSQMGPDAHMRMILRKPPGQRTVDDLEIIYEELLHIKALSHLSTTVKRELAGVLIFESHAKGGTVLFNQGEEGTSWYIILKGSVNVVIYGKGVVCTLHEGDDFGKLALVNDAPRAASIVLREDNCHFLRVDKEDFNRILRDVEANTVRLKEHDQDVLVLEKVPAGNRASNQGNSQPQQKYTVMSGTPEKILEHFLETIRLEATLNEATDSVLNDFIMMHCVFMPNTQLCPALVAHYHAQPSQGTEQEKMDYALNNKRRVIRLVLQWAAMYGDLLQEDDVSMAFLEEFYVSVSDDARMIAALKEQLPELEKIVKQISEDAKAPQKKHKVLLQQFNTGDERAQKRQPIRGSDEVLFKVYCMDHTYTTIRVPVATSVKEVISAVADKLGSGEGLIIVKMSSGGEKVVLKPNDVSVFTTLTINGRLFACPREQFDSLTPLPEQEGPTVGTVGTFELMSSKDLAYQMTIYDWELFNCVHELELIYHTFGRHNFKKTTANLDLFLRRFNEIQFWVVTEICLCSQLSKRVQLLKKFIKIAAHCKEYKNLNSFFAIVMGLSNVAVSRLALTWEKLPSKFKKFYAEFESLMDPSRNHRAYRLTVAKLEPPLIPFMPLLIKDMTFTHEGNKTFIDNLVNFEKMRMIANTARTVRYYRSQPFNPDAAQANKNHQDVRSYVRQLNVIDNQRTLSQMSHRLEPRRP
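Guanine nucleotide exchange by EPAC2 is measured as reduced fluorescence of BODIPY-GDP once it is released from 250 nM Rap1B. Plates are read kinetically for 30 min at room temperature; results are scaled to 6.5 mM cAMP.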
A549 viability: counter-screen for Nrf2 inhibitors: cytotoxicity in A549 cells | actives 0.16% (n = 390,000) | A549 ARE-Fluc cells, CellTiter-Fluor viability, 18-24 h | Potency, µM (top dose mostly 46 µM), inactives show at the top dose activity change, negative = cytotoxicity, actives largely listed as inhibitors; further: potency means the concentration at half of the fitted maximal effect; on the % scale 0 is the no-effect control and ±100 the full control effect
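A549 ARE_Fluc cells in 5% FBS OPTI-MEM were exposed to compounds in concentration-response for 18-24 h at 37 deg C. Viability was read by CellTiter-Fluor fluorescence (Ex 405/Em 525) after 30 min, before the luciferase read.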
Nrf2 inh: Nrf2 pathway inhibition; A549 ARE-Fluc reporter, luciferase luminescence, 18-24 h; Potency, µM (highest dose often 46 µM), inactives show top-dose activity change, negative = inhibition, actives largely listed as inhibitors; actives 2.1% (n = 360,000); further: potency means the concentration at half of the fitted maximal effect; on the % scale 0 is the no-effect control and ±100 the full control effect; nearly all actives have a fitted effect of over 60% in size
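In this cell-based qHTS, ARE-driven firefly luciferase in A549 cells reports Nrf2 activity; the luminescent signal after BugLite lysis is the measured value, with a prior CellTiter-Fluor read for cell health.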
EPAC2 antag: blocks human EPAC2 exchange factor; Q8WZA2; EPAC2 GEF exchange of Rap1B-BODIPY-GDP, fluorescence; Potency, µM (top dose mostly 114 µM), for the others: at the highest dose activity, negative = inhibition, usual class: inhibitors; actives 0.18% (n = 360,000); AID 720708; further: potency means the concentration at half of the fitted maximal effect; on the % scale 0 is the no-effect control and ±100 the full control effect; nearly all actives have a fitted effect of over 45% in size; many of its hits are not listed in these tables
Akt phos inh: inhibitors of Akt phosphorylation | AID 651550 | actives 0.32% (n = 360,000) | Neuro2A IGF-stimulated pAkt S473 HTRF, 20 min; hits give low values | activity change, % for hits at 50 µM; in the data active means activity change below about -80%; inconclusive means mostly about -51% to -80%; further: on the % scale 0 is the no-effect control and ±100 the full control effect
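Single-point screen (50 µM final compound) in Neuro2A cells stimulated 20 min with 6 nM IGF at 37 deg C. After lysis, Ser473-phosphorylated Akt read by HTRF (ex 330 nm, em 615/665 nm) as the 665/615 ratio.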
CCT chaperon mod: cytosolic chaperonin activity modulation; purified chaperonin ATPase assay, HTRF ADP detection, 30 min; activity change, % (test concentration not listed), hits read low; actives 0.3% (n = 360,000); in the data active means activity change below about -30%; further: on the % scale 0 is the no-effect control and ±100 the full control effect
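TRiC at 40 or 20 nM final (batch-dependent) in 30 mM Tris pH 7.4, 100 mM KCl, 5 mM MgCl2, 1 mM DTT, with compound at single 76 uM and 10 uM ATP, 30 min at 37 deg C. ADP detected by HTRF Transcreener, 665/615 ratio.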
TGFb inhibitor: blocks TGF-b signaling; HepG2 CAGA-GFP TGF-b/SMAD3 reporter, GFP fluorescence, 18 h; TGF-beta stimulated, 500 pg/mL final; Potency, µM (highest dose often 46.1 µM), inactives show at the highest dose activity, negative = inhibition, actives largely listed as inhibitors; actives 1.2% (n = 410,000); further: potency means the concentration at half of the fitted maximal effect; on the % scale 0 is the no-effect control and ±100 the full control effect; nearly all actives have a fitted effect of over 65% in size
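Cell-based qHTS in HEPG2 carrying a CAGA-GFP Smad reporter; compounds added before 500 pg/mL final TGF-beta, 18 h incubation at 37 degrees C, GFP fluorescence quantified per cell by imaging cytometry.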
Starred values were filed as active, the others as inactive; i = inactive; ? = inconclusive; . = not tested or not shown; & = joins results of further samples; [ ] = remark or other dose. Unless noted, the call rests on the fitted dose curve; in most records, active means well fitted curve in the direction sought with a large enough effect; inconclusive means small, poorly fitted or top-dose-only effect, or another doubt; inactive means no such curve, though single readings can be large; an effect the other way counts as inactive or inconclusive.

SMILES	MmCpn inh	Nrf2 activator	EPAC2 ag	A549 viability	Nrf2 inh	EPAC2 antag	Akt phos inh	CCT chaperon mod	TGFb inhibitor
COc1ccc(-c2cnc(SCC(=O)Nc3ccc4c(c3)OCO4)n2Cc2ccco2)cc1	-5%	7.5%	24%	-13%	?	0%	i	-2.8	?
O=C(Cc1ccc(-n2cccc2)cc1)NC1CCCCCC1	?	-1.2%	-1%	12%	.	0%	i	-3.0	-8%
O=C(NC1CCN(C(=O)Nc2ccccc2Cl)CC1)c1ccco1	3%	-0.2%	5%	12%	-25%	3%	i	0.4	-3%
Cc1cc(-c2ccc(S(=O)(=O)N3CCN(c4ccc(Cl)cc4)CC3)s2)on1	.	-0.7%	.	16%	?	.	.	.	0%
COc1cccc(-c2nc(CS(=O)(=O)CC(=O)Nc3ccc(C(C)=O)cc3)c(C)o2)c1	-18%	-2.5%	6%	-11%	?	-17%	i	2.4	-12%
O=C(CCN1CCN(c2ccccc2F)CC1)Nc1ccc2c(c1)OCO2	4%	-0.3%	-3%	-2%	6%	10%	i	-2.1	-21%
O=C1C(=O)N(CCCn2ccnc2)C(c2cccc(Br)c2)/C1=C(\O)c1ccc2c(c1)OCCO2 (stereo not given)	-11%	-0.1%	7%	-5%	-19%	-8%	i	-1.7	7%
O=C1NC[C@H](Cc2ccc(O)cc2)N(C[C@@H]2CCCN2C[C@H](Cc2ccccc2)N2C[C@H](Cc3ccccc3)N(CCc3ccccc3)C(=O)C2=O)C1=O	.	0.0%	2%	.	.	-22%	i	0.5	.
CCCCNC(=O)c1cc2ccccc2s1	0%	0.2%	-6%	-1%	0%	-2%	i	1.0	-8%
CCOc1ccc(NC(=O)c2cc3c(=O)n(C)c4ccccc4c3n2C)cc1	-1%	2.8%	7%	11%	?	-3%	i	0.9	21%
CCc1nnc(NC(=O)c2nc(SCc3ccccc3F)ncc2Cl)s1	.	0.1%	.	2%	12%	.	.	.	7%
O=C(CSc1oc(-c2ccco2)nc1S(=O)(=O)c1ccc(F)cc1)NCC1CCCO1 (stereo not given)	-1%	-0.8%	8%	10%	12%	-1%	i	-0.9	0%
CC1(C)C(=O)Nc2ccccc2N1C(=O)COc1ccc(C#N)cc1	-1%	0.3%	-4%	-2%	-24%	-1%	i	-2.7	-1%
COCCN(C(=O)COC(=O)CNC(=O)c1cccs1)c1c(N)n(Cc2ccccc2)c(=O)[nH]c1=O	0%	-0.2%	-1%	1%	2%	-5%	i	-8.8	-1%
CCN(C(=O)CN1C(=O)/C(=C/c2ccccc2)SC1=S)C1CCS(=O)(=O)C1 (stereo not given)	-3%	2.3%	8%	1%	?	5%	i	-1.4	-1%
Cc1cc(S(=O)(=O)c2cc3ccc(O)c(C)c3oc2=O)ccc1F	-1%	-0.4%	8%	6%	1%	8%	i	1.3	0%
O=C(NNc1nc2c(F)cc(F)cc2s1)c1ccccc1	2%	4.2%	2%	-2%	0%	4%	i	-2.7	0%
CCc1cc(Cn2nc(-c3ccccc3)cc2C(=O)NCCOC)on1	0%	0.2%	2%	4%	-4%	15%	i	-0.5	-41%
C/C(N)=C(/C#N)C(=O)CSc1nncn1-c1ccccc1	1%	-0.3%	0%	4%	1%	-4%	i	-1.2	-9%
CC(C)n1c(NCCO)nc2ccccc21	4%	0.0%	0%	4%	-17%	2%	i	-0.5	3%
Cc1ccc(CNC(=O)CCCc2ccccc2)cc1	-11%	-0.5%	-6%	-2%	4%	1%	i	-0.3	0%
O=C(NCc1ccccc1Cl)C1CCN(S(=O)(=O)c2ccc(F)cc2)CC1	1%	-0.2%	6%	3%	-2%	0%	i	-1.0	-4%
C=CCN1C(=O)C(C)NC1=S (stereo not given)	0%	-0.9%	12%	3%	?	-7%	i	-3.5	-3%
CCC1(C)Cc2nc3[nH]c(=S)n(-c4ccc(C)cc4)c(=O)c3cc2CO1 (stereo not given)	1%	0.9%	2%	-3%	-1%	5%	i	-1.1	2%
CCCOC(=O)c1ccc(OCC(O)CN2C(=O)NC(C)(C)C2=O)cc1 (stereo not given)	-2%	0.4%	9%	.	-12%	2%	i	0.7	5%

Some of these compounds in order of the Nrf2 inh value, lowest first:
molecule,Nrf2 inh
CCCOC(=O)c1ccc(OCC(O)CN2C(=O)NC(C)(C)C2=O)cc1 (stereo not given),-12%
O=C(NCc1ccccc1Cl)C1CCN(S(=O)(=O)c2ccc(F)cc2)CC1,-2%
O=C(CCN1CCN(c2ccccc2F)CC1)Nc1ccc2c(c1)OCO2,6%

(listing goes on)
SMILES	MmCpn inh	Nrf2 activator	EPAC2 ag	A549 viability	Nrf2 inh	EPAC2 antag	Akt phos inh	CCT chaperon mod	TGFb inhibitor
COc1ccc(S(=O)(=O)N2CCCC(C(=O)NCCC3=CCCCC3)C2)cc1 (stereo not given)	0%	-0.6%	-5%	-4%	.	-3%	i	1.1	2%
Cc1c(NC(=O)C(C)OC(=O)c2sc3ccccc3c2Cl)c(=O)n(-c2ccccc2)n1C (stereo not given)	-7%	2.6%	-19%	0%	-1%	5%	i	1.2	19%
COc1ccc(S(=O)(=O)N2CC3C4C=CC(C4)C3C2)cc1 (stereo not given)	-2%	1.8%	10%	-9%	-30%	-4%	i	-1.0	?
COc1ccc2[nH]cc(C(O)CN3CCN(c4ccccc4F)CC3)c2c1 (stereo not given)	1%	6.3%	11%	-6%	-28%	-6%	i	-0.8	1%
Cc1ccccc1-n1c(SCC(=O)c2c(N)n(C3CC3)c(=O)[nH]c2=O)nnc1N1CCOCC1	1%	0.2%	8%	-2%	3%	9%	i	0.1	0%
Cc1ccc(S(=O)(=O)N2CCN(C(=S)NCC3CCCO3)CC2)cc1 (stereo not given)	3%	0.4%	21%	-6%	-9%	-7%	i	-2.6	-1%
Cc1ccccc1N1C(=O)c2sc3nc4c(c(=O)n3c2C1=O)CCC4	-3%	-0.3%	8%	0%	-30%	-2%	i	-1.2	19%
O=C(CCC1COc2ccccc2O1)NCc1ccco1 (stereo not given)	0%	6.8%	-1%	5%	.	-3%	i	0.7	15%
Cc1cc(C)cc(C(=O)Nc2cc3c4c(c2)CC(=O)N4CCC3)c1	-2%	-0.5%	0%	7%	?	11%	i	-1.9	1%
COc1cccc(C(c2nnnn2-c2c(C)cccc2C)N2CCN(C/C=C/c3ccccc3)CC2)c1OC (stereo not given)	.	6.3%	-13%	.	.	?	i	2.1	?
COC(=O)C1CN(C(=O)C(C)Oc2ccccc2F)c2ccccc2O1 (stereo not given)	0%	1.7%	4%	2%	-4%	-16%	i	-1.6	-15%
CCC(=O)c1ccc(Oc2nc3c(c(=O)n(C)c(=O)n3C)n2CC)cc1	0%	4.7%	3%	1%	?	3%	i	0.9	-14%
CC(=O)c1ccc(NC(=O)Cn2ncc3c(C)n(Cc4ccc(F)cc4)c(C)c3c2=O)cc1	.	-0.6%	.	-4%	-12%	.	.	.	-2%
O=C(OCC#CCSc1nnc(-c2cccc3ccccc23)o1)c1ccc(Cl)cc1	1%&-2%	0.4%	13%	-2%	-3%	-3%	.	.	-3%
O=C(C[C@H]1C/C=C/CC[C@H](Cc2ccc(F)cc2)C(=O)O[C@H](c2ccccc2)CNC1=O)NCCO	0%	2.9%	0%	12%	-17%	-12%	i	-1.5	-1%
COn1c(=O)c(=O)n(O)c2ccccc21	-1%	0.5%	1%	-4%	4%	-1%	i	0.9	46%[activator]
Cn1c(=O)c2cc(NC(=S)NC3CCCCC3)ccc2n1Cc1cccc(C(F)(F)F)c1	.	-0.2%	3%	.	.	-1%	i	1.2	0%
CCOC(=O)C(Cc1ccnnc1)=NO	.	5.7%	-1%	4%	-14%	20%	i	1.2	8%
Cc1cn(CCC(=O)Nc2ccc(N3CCOCC3)cc2)c2ccccc12	1%	6.3%	6%	4%	19%	?	i	0.5	-23%
COC(=O)CNC(=O)CSc1ccccn1	-5%	-0.2%	-1%	0%	4%	?	i	2.8	-10%
O=C(CN1C2CCCC1CC(NC(=O)c1ccccc1)C2)NC1CC1 (stereo not given)	0%	-0.5%	-2%	-5%	-16%	-5%	i	-4.3	7%
CCOc1ccc2c(c1)OC(c1ccc(OC)cc1)(C(F)(F)F)NC2=O (stereo not given)	-1%	5.4%	-2%	-19%	?	-12%	i	-2.2	?
C[C@H](NC(=O)[C@H](Cc1ccccc1)NC(=O)c1cc2cc(Cl)ccc2n1C)C(=O)O	-10%	0.1%	4%	0%	-2%	-5%	i	-2.0	91%[activator]
Cc1noc(C)c1COc1cccc(C(=O)OCC(=O)N2CC(=O)Nc3ccccc32)c1	-3%	-0.7%	-1%	?	-12%	0%	i	-6.3	-2%
CSCCC(NC(=O)c1ccccc1Br)C(=O)NCc1ccc(F)cc1 (stereo not given)	0%	0.0%	3%	-2%	0%	-2%	i	1.6	-7%
CC1CC(C)CN(CCCNC(=O)CCNC(=O)Cn2ccc3ccccc3c2=O)C1 (stereo not given)	2%	-0.7%	-6%	?	-5%	4%	i	0.7	1%
COCCCNC(=O)c1ccc2c(=O)n(C3CCCC3)c(=S)[nH]c2c1	0%	-0.7%	3%	-6%	?	1%	i	-4.9	-5%
COc1cc2c(C(=O)N(C)c3cccc(C(F)(F)F)c3)cn(CC(C)C)c(=O)c2cc1OC	.	0.5%	.	2%	-16%[9.27 µM]	.	.	.	-11%
Cc1ccc(C(=O)NCC(=O)OCc2nnc(-c3ccc([N+](=O)[O-])cc3)o2)cc1	.	-1.8%	0%	.	.	1%	i	1.6	-5%
Cc1cc(-c2ccccc2)[nH]c(=O)c1C#N	-1%	0.4%	-1%	-5%	-10%	2%	i	-2.7	-30%

Not all compounds are listed (hit frequency here may not be typical).
